NR1D1 modulator: modulators of human Rev-erb alpha DNA binding; activity, % at 10 µM; AID 1259318; Rev-erbα–FITC-DNA binding, fluorescence polarization, 90 min; actives 0.79% (n = 370,000); P20393;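 active = activity above about 14%, limit read from the data; passing the limit was not always enough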;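 also: 0% = DMSO wells with 35 nM protein and 100% = DMSO wells with 750 nM protein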
sPLA2-III inh: Inhibits HGIII-sPLA2 liposome hydrolysis, primary screen; Q9NZ20; QFRET BODIPY PC-A2 liposome hydrolysis, fluorescence; inhibition, % at 12.2 µM; actives 0.56% (n = 370,000);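 active = inhibition above mean plus 3 SD of compounds lying within the high and low control bounds, cut at about 19% in these data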;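 also: 0% = median of test compound wells and 100% = no enzyme DMSO wells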
Target sequence (Q9NZ20 whole entry, looked up): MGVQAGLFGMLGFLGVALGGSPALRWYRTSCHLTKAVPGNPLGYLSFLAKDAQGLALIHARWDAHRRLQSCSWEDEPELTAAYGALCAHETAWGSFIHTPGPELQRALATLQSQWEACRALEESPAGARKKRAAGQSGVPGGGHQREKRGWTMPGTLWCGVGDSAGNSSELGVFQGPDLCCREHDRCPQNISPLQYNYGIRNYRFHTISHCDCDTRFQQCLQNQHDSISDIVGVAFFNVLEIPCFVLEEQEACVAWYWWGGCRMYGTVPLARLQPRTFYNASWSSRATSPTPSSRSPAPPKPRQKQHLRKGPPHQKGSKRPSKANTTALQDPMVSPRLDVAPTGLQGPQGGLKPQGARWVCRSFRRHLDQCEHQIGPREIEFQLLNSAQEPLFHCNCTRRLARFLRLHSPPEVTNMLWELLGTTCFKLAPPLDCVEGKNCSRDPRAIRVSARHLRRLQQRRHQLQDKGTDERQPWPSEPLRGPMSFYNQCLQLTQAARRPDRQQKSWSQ
Tn7 DDE FP: inhibitors of Tn7 peptide binding to human fibrin DD(E); P02675; FP displacement of FITC-Tn7 peptide from fibrin DD(E); 0% = median of compound wells per plate; inhibition, % at 8.3 µM; actives 0.13% (n = 370,000); AID 720508;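 active = inhibition above the mean of compounds falling within the control limits plus 3 SD of them, cut at about 14% in these data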;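 also: 0% = plate median of compound wells and 100% = 10 µM Aha-Tn7 peptide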
Target sequence (P02675 whole entry, looked up): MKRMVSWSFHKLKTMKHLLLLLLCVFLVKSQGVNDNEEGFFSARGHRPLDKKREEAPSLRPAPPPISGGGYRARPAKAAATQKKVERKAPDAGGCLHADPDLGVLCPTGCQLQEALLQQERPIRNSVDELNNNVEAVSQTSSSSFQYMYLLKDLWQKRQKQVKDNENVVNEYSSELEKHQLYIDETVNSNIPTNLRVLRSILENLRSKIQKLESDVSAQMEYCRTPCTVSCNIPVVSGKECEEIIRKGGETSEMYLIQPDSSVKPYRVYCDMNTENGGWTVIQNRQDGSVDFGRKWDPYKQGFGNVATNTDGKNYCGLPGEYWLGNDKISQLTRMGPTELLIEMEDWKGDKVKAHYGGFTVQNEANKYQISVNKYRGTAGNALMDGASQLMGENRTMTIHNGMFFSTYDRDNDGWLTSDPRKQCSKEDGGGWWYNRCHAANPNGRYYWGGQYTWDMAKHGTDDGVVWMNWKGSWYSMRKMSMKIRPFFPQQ
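system = human fibrin DD(E) protein | quantity = DD(E) 2 µM final | medium = Tris/NaCl/CaCl2 buffer, pH 7.8 | also added = labelled Tn7 tracer, 0.1 µM | compound dosing = single point at 8.3 µM | timing = compound with protein 10 min, then 3 h after probe, room temperature | signal = FP measurement | benchmarks = Aha-Tn7 high control | repeats = one replicate per compound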
proKLK7 act: activators of human kallikrein-7 zymogen | P49862 | purified proKLK7, EDANS-DABCYL substrate fluorescence; 100% is mature enzyme control, 0% vehicle | activation, % at 7 µM | actives 0.9% (n = 370,000);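 active = activation above the mean of all tested compounds plus 3 SD, computed per campaign excluding outliers beyond control limits, cut at about 13% in these data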
DDE Tn6 FP inh: disrupts Tn6 cyclic peptide binding to fibrin D-Dimer-E complex; P02675; Fibrin DD(E) TRITC-Tn6 fluorescence polarization displacement; inhibition, % at 8.3 µM; actives 0.21% (n = 370,000); AID 720509;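 active = inhibition above a per-campaign cutoff: mean of compounds within control limits plus 3 SD, cut at about 15% in these data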;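 also: 0% = median of all compound wells on the plate and 100% = blocking peptide control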
UHRF1 binding: UHRF1 methyl-DNA binding inhibition. AID 687016. inhibition, % at 4.4 µM. UHRF1 binding to methylated oligo, TR-FRET. Q96T88. actives 0.75% (n = 370,000); in the data active = inhibition above about 21%;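 also: UHRF1 SRA domain binding a hemimethylated CpG hairpin DNA probe; 0% = median of test compound wells and 100% = reference inhibitor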
PLCb3 inh: PLC-beta3 (human) inhibition, primary screen | inhibition, % at 12.2 µM | Purified PLC-beta3, fluorogenic substrate, fluorescence | actives 0.18% (n = 370,000) | Q01970; in the data active = inhibition above about 11%;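 also: 0% = median of compound wells on plate and 100% = full blocker control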
ASAP1 GAP inh: ASAP1 ArfGAP inhibition; actives 0.19% (n = 360,000); AID 624377; inhibition, % at 16.5 µM; ASAP1-stimulated ARF1 GTP hydrolysis, GDP FP detection; Q9ULH1; in the data active = inhibition above about 25%;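 also: 0% = vehicle with enzyme and substrate and 100% = no enzyme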
ARFGAP1 inh: rat ARFGAP1 inhibition; inhibition, % at 16.5 µM; AID 651572; Q62848; Arfgap1-stimulated ARF1 GTP hydrolysis, GDP FP detection; actives 0.26% (n = 360,000);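 active = inhibition above a per-plate limit, mean inhibition of low control wells plus 3 SD, cut at about 25% in these data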;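 also: 0% = DMSO wells with enzyme and 100% = wells lacking Arfgap1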
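Assay system: purified rat His6-Arfgap1 residues 1-136 (GAP domain); Reagent: human Δ17 ARF1 bound to GTP; Dosing: 16.5 µM single point, 1.26% DMSO; Times: GTP hydrolysis reaction 2 h at 25 °C; Signal: FP, GDP Alexa 633 tracer displaced from anti-GDP antibody, 620/688 nm; Measure: % inhibition from polarization.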
PLC-gamma1 inh: blocks human PLC-gamma1 enzyme activity; P19174; purified PLC-gamma1, fluorogenic substrate, fluorescence; inhibition, % at 12.2 µM; actives 0.84% (n = 370,000); AID 720700; in the data active = inhibition above about 9.5%
* = called active by the depositor.

The opening two records, to show the layout:
NR1D1 modulator,sPLA2-III inh,Tn7 DDE FP,proKLK7 act,DDE Tn6 FP inh,UHRF1 binding,PLCb3 inh,ASAP1 GAP inh,ARFGAP1 inh,PLC-gamma1 inh,Molecule
-5,8,-9,0.3,-12,2,-22,0,10,-20,Cc1cs/c(=N\N=C\c2ccccc2)n1Cc1ccco1
7,-5,3,0.7,1,1,0,2,1,4,CC(C)CCN1C(=O)c2ccc(C(=O)OCn3nnc4ccccc4c3=O)cc2C1=O

Results (from the top)
NR1D1 modulator,sPLA2-III inh,Tn7 DDE FP,proKLK7 act,DDE Tn6 FP inh,UHRF1 binding,PLCb3 inh,ASAP1 GAP inh,ARFGAP1 inh,PLC-gamma1 inh,Molecule
-5,8,-9,0.3,-12,2,-22,0,10,-20,Cc1cs/c(=N\N=C\c2ccccc2)n1Cc1ccco1
7,-5,3,0.7,1,1,0,2,1,4,CC(C)CCN1C(=O)c2ccc(C(=O)OCn3nnc4ccccc4c3=O)cc2C1=O
0,-1,0,-0.3,-4,-3,4,-6,-1,3,Cc1nc(N2CCN(c3ccccc3)CC2)[nH]c(=O)c1CCC(C)C
-6,-9,5,0.6,10,-1,4,1,1,0,CCC(=O)N1CCN(c2ccc(Cl)cc2NC(=O)Cc2ccc(Cl)cc2)CC1
-3,-4,0,-0.3,2,-1,4,-4,0,4,CN1CC(c2ccc(C#N)cc2)C2(COc3ccccc3C2=O)C12C(=O)Nc1ccccc12 (configuration not stated)
-3,0,-3,0.3,4,1,0,13,-1,0,CCOC1OC(=O)C(Cl)=C1Nc1ccc(C)cc1C (configuration not stated)
-4,1,-1,-0.5,-11,0,0,-11,2,1,Cc1cc2c(N3CCCCC3C)ncnc2s1 (configuration not stated)
7,0,3,15*,1,-3,-138,0,-1,-130,Cc1cccn2c(=O)c(/C=C(\C#N)C(N)=O)c(N3CCN(Cc4ccc5c(c4)OCO5)CC3)nc12
1,9,2,0.9,-3,0,-11,-2,6,-3,O=C(NC(=S)Nc1cccc(NC(=S)NC(=O)c2ccco2)n1)c1ccco1
3,-6,-7,-2.1,1,3,-8,0,8,-6,O=C(/C=C\c1ccc2c(c1)OCO2)NC1(C(=O)Nc2ccc3c(c2)OCCO3)CCCCC1
2,-4,2,0.0,8,1,-4,-9,7,-1,Cn1c(CNc2cccc(Cl)c2)nnc1SCC(=O)OC1CCCCC1
0,14,3,-0.5,-8,6,0,0,6,11*,Cc1nn(CCOc2ccccc2)c(=O)n1-c1ccc(F)cc1
-3,-16,-7,-0.5,-3,1,2,14,6,3,CC(O)(c1cccc(F)c1)c1nc(-c2ccc(Cl)cc2)cs1 (configuration not stated)
4,3,-4,-0.6,-4,3,-6,7,7,2,COc1ccc(CCNC(=O)CNCCc2ccc(F)cc2)cc1
-5,0,3,-0.5,0,-4,4,-2,0,4,Cc1c(NC(=O)/C(C#N)=C/c2ccc(-c3ccccc3Cl)o2)c(=O)n(-c2ccccc2)n1C
4,-4,-2,0.5,2,6,-48,10,0,1,Cc1ccc(-c2nnn(CC(=O)N(CC3CCCO3)C(C(=O)NC3CCCCC3)c3ccc(F)cc3)n2)o1 (configuration not stated)
7,3,0,0.7,0,1,-2,-3,11,5,CC(=O)N1N=C(c2ccccc2)CC1c1ccc(F)cc1 (configuration not stated)
6,9,-1,-0.3,-8,3,-12,-4,14,-3,CCCCn1c(N)c(N(CCOC)C(=O)c2ccc(COc3ccccc3)o2)c(=O)[nH]c1=O
-3,-2,0,0.1,-10,2,-1,-1,3,3,CC(OC(=O)C1CC(=O)N(Cc2ccco2)C1)C(=O)Nc1ccccc1[N+](=O)[O-] (configuration not stated)
4,-6,3,-2.5,-3,-1,-267,-4,4,-221,CC(C)N(Cc1c(O)ccc2c(=O)c(-c3ccc(Cl)cc3)coc12)C(C)C
-3,1,11,-0.3,-1,-1,2,-6,-1,2,CCCNC(=S)N1CCN(CC)CC1
4,-4,-6,-0.7,3,-4,-4,4,7,0,O=C(Nc1ccccc1)C1C2CCCCC21 (configuration not stated)
3,2,-2,-0.4,3,-3,4,9,4,4,COc1ccc(C2CC(c3ccc(Cl)cc3)=NN2C(=O)c2cccc([N+](=O)[O-])c2)cc1 (configuration not stated)
-2,-9,-4,0.6,-9,-1,2,5,9,3,O=C(Nc1ccc(F)c(Cl)c1)c1cc(C2CCCCN2C(=O)c2ccccc2)on1 (configuration not stated)
0,2,-1,0.4,1,0,-34,10,-2,-18,COc1ccc(NC(=O)C2CCCN(c3cnccn3)C2)cc1 (configuration not stated)
0,-9,4,-0.5,-1,-1,-3,-2,7,1,CCOc1ccc(C(=O)NCC(=O)N2CCCCCCC2)cc1
0,4,-10,0.1,3,-6,-12,10,10,-8,CCN(CC)c1cc2c(c3c1ccn3C)C1CCC2C1 (configuration not stated)
0,17,6,-0.3,-4,6,0,-9,1,6,CC(CC(=O)OCC(=O)NC1CCS(=O)(=O)C1)c1ccccc1 (configuration not stated)
4,7,10,0.4,-2,-1,-2,-1,4,2,COc1cc(C(C(=O)NC(C)(C)C)N(Cc2ccc3c(c2)OCO3)C(=O)c2cnccn2)cc(OC)c1OC (configuration not stated)
-7,-6,-2,0.5,4,0,-3,-2,-16,-1,O=C(CN(Cc1ccc(F)cc1)C(=O)CCC(=O)Nc1ccccn1)NCc1ccc(F)cc1
-2,-3,-5,0.1,2,1,-6,-6,-2,0,O=C(CSc1ccc(-c2ccccn2)nn1)Nc1ccc(F)cc1F
4,0,0,0.9,-1,0,1,-6,7,-1,C=CCN1C(=O)C2C3C=CC(C2C1=O)C1C2C(=O)N(CC=C)C(=O)C2C31 (configuration not stated)
-1,7,6,0.0,-5,0,-6,14,5,4,CCOC(=O)N1CCN(C(=O)C2CC(=O)N(c3ccccc3)C2)CC1 (configuration not stated)
5,10,4,-1.7,-12,8,-62,12,8,-44,O=C(O)/C=C/C(=O)N1Cc2cc3ccccc3nc2C1
3,-4,3,-0.3,5,0,1,2,-8,0,Cc1ccccc1NC(=O)/C(C#N)=C/c1ccsc1
1,3,-2,-1.4,-2,5,-19,4,-5,-23,COc1cccc(OC)c1-c1nnc(-c2cn(C)c3ccccc23)o1
1,-1,2,-0.2,1,-2,0,4,0,0,C/C(=N\NC(=O)C(c1ccncc1)N1CCOCC1)c1ccc(Br)cc1 (configuration not stated)
1,3,-1,-0.6,-11,-1,2,-13,4,-1,COc1ccc(CCn2c(N)cc(=O)[nH]c2=S)cc1OC
-4,-30,1,0.1,5,-1,-19,-9,-4,-10,O=C(O)c1ccc(COc2ccc3ccccc3c2/C=C2/NC(=O)N(Cc3ccc(F)cc3)C2=O)cc1
-5,-1,-3,0.1,-4,18,-3,18,-1,0,C[C@@H]1COc2cccc(NC3CC3)c2S(=O)(=O)N1
-2,-1,-1,0.4,3,-2,-3,0,-5,2,CC(C)c1ccc(OCC(=O)NNC(=S)NC(=O)c2ccco2)c(Br)c1
5,1,-1,0.7,1,-1,1,5,-1,-3,COCCNC(=O)C(=O)NCCN1CCOCC1
0,-8,1,0.0,-2,1,-9,9,2,0,CCN(CC)S(=O)(=O)c1ccc(N2CCN(c3ccccc3O)CC2)nc1
-4,11,3,0.2,-1,0,6,7,0,0,Cc1cc(=O)n2c(C)n[nH]c2n1
-2,-38,-4,-0.4,5,-2,-8,15,-9,-4,COc1ccc(C(C#N)=C2C=C(Cl)C(=NO)C=C2Cl)cc1
-4,-2,-2,-0.4,-1,-3,-2,2,3,-3,CCCCC(=O)N/N=C(\C)c1cccc(NC(=O)C2CC2)c1
-4,-22,4,-0.5,0,-2,-3,-11,-7,5,O=C1NC(Cc2ccc(O)cc2)c2nc3cc(F)ccc3c(=O)n2-c2cc(Cl)ccc21 (configuration not stated)
-1,10,-11,7.7,1,4,-140,-6,4,-90,COC(=O)Cc1c(C)c2ccc(OC(C)C)cc2oc1=O
0,-43,1,-0.2,15,3,4,3,-5,9,CC1=C(C(=O)Nc2ccccc2)C(c2ccc(O)cc2)N2C(=O)CSC2=N1 (configuration not stated)
0,-1,3,0.5,8,1,0,-3,-2,0,O=[N+]([O-])c1ccc(COc2cccc(CO)c2)cc1
-2,8,-2,-0.8,-6,-6,0,-4,11,3,CCN(CC)CCn1c(=S)[nH]c2ccc(Cl)cc2c1=O
-1,0,-3,0.0,-1,-3,-6,-8,4,-3,O=C(COc1ncnc2ccccc12)c1ccc2c(c1)OCCO2
5,-55,-56,0.2,-10,-4,-1,11,-2,-2,COc1ccccc1N1CCN(C(=O)c2ccc3[nH]c4c(c3c2)CC(C)CC4)CC1 (configuration not stated)
0,7,1,-0.2,3,1,-11,-1,9,-1,CCOc1ccc(-c2nnc(N3CCOCC3)c3ccccc23)cc1
-5,-1,-6,0.5,3,1,-8,5,13,-4,CCCC(CCC)c1nnc(NC(=O)c2ccco2)s1
7,1,-3,0.0,-5,4,2,14,-2,10*,Cc1cc(NC(=O)CN2C(=O)NC(CC(C)C)C2=O)no1 (configuration not stated)
5,-5,4,-0.3,-9,19,-2,-9,-2,0,CCOC(=O)C1=CN(Cc2cccc(Br)c2)S(=O)(=O)N(CC)C1C (configuration not stated)
6,-65,-1,0.0,-15,-3,-26,25*,24,-22,COc1cc(/C=C/c2nc(-c3ccccc3O)n[nH]2)cc(OC)c1OC
-6,-7,13,0.3,-9,0,-6,5,-7,-1,Cc1cccc(NC(=O)C2CCN(S(=O)(=O)c3ccc4ccccc4c3)CC2)n1
0,2,-2,-0.1,-2,-1,-2,2,-4,1,COc1ccccc1N1CCN(C2CCCN(C(=O)CN3CCCC3=O)C2)CC1 (configuration not stated)
5,-1,-5,-0.6,3,0,3,-5,-12,3,CCCc1n[nH]c2c1/C(=N/O)CC(c1ccccc1)C2 (configuration not stated)
-3,-3,0,1.1,-7,1,1,3,4,-1,C=CC[C@]1(c2ccccc2)C(=O)N2C[C@H]3CON(C)[C@H]3C[C@H]2c2ccccc21
-1,7,2,0.4,7,4,-1,-5,-1,0,Cc1ccc(OCC(O)CN2C(=O)NC(C)(C)C2=O)c(C)c1 (configuration not stated)

Compound profiles (already shown). Order of screens: NR1D1 modulator	sPLA2-III inh	Tn7 DDE FP	proKLK7 act	DDE Tn6 FP inh	UHRF1 binding	PLCb3 inh	ASAP1 GAP inh	ARFGAP1 inh	PLC-gamma1 inh
`CCCC(CCC)c1nnc(NC(=O)c2ccco2)s1` is entered as -5	-1	-6	0.5	3	1	-8	5	13	-4
`O=C(Nc1ccccc1)C1C2CCCCC21` (configuration not stated) is entered as 4	-4	-6	-0.7	3	-4	-4	4	7	0
`Cc1cccn2c(=O)c(/C=C(\C#N)C(N)=O)c(N3CCN(Cc4ccc5c(c4)OCO5)CC3)nc12` is entered as 7	0	3	15*	1	-3	-138	0	-1	-130
`CC(O)(c1cccc(F)c1)c1nc(-c2ccc(Cl)cc2)cs1` (configuration not stated) is entered as -3	-16	-7	-0.5	-3	1	2	14	6	3

Screening data from PubChem.
